NCI-60 one-dose screen, 48 h, at 10 µM unless noted. Numbers give growth in % (100 = growth as untreated, 0 = no growth, -100 = all killed).
MDA-MB-468 – MDA-MB-468 breast cancer; actives 8.5% (n = 78,000)
SR – SR leukemia cells; actives 8.7% (n = 73,000); AID 1794780
MDA-MB-435 – MDA-MB-435 melanoma; actives 7.8% (n = 82,000); AID 1794794
CCRF-CEM – CCRF-CEM leukemia | actives 7% (n = 77,000) | AID 1794778
MOLT-4 – MOLT-4 leukemia cells; actives 6.9% (n = 80,000); AID 1794779
RPMI-8226 – RPMI-8226 leukemia cells; actives 7.5% (n = 77,000)
K-562 – K-562 leukemia; AID 1794777; actives 7.4% (n = 78,000)
HOP-62 – HOP-62 NSCLC; AID 1794735; actives 3.9% (n = 80,000)
* = called active by the depositor; . = no result given. How the source made its calls: active means growth percent below 10; inactive means the rest.

Value order: MDA-MB-468	SR	MDA-MB-435	CCRF-CEM	MOLT-4	RPMI-8226	K-562	HOP-62
O=C1CCc2c(sc3[nH]c(=S)n(Cc4ccccc4)c(=O)c23)C1
 : -3.7*	15.5	15.0	4.7*	28.8	3.4*	11.5	10.2
CCN(Cc1ccc(CN(CC)C(=O)c2sc3ccccc3c2Cl)cc1)C(=O)c1sc2ccccc2c1Cl
 : 88.0	75.7	96.0	92.0	77.5	70.3	90.2	84.4
O=[N+]([O-])c1ccc(-c2ccc(Br)cc2)cc1
 : 85.3	80.8	93.2	92.3	91.6	87.4	100.4	107.7
O=S(=O)(c1ncsc1-c1ccccc1)N1CCN(c2ccc(F)cc2)CC1
 : 85.2	100.2	95.9	97.6	92.3	91.0	86.7	97.1
Nc1c(C(=O)Nc2cccc(Cl)c2)sc2ncc(Br)cc12
 : 94.1	71.7	71.9	.	87.4	71.3	82.9	75.4
C#CCOc1ccccc1C(OC(=O)c1ccc(OC)c(OC)c1)C(=O)NC(C)(C)C(C)(C)C (centres undefined)
 : 78.4	91.6	99.0	82.2	76.9	67.6	96.5	88.7
Cc1ccc(/C=N/Nc2nc(Nc3ccccc3)nc(Nc3ccc(S(N)(=O)=O)cc3)n2)cc1
 : 65.0	35.5	69.4	42.0	40.4	44.0	56.8	86.8
C[C@@H](O)[C@H]1C(=O)N2C(C(=O)O)=C(SCCN=CN)C[C@H]12
 : -48.1*	-5.5*	-9.2*	4.2*	-13.9*	-3.6*	.	.
CCCC(N)(C(=O)O)C1CCCC1 (centres undefined)
 : 101.5	114.0	102.5	89.0	102.7	97.0	108.3	106.1
COc1cc(C(=O)/C=C/c2c(Cl)nc3sc(C)nn23)cc(OC)c1OC
 : 101.3	97.3	105.2	101.6	99.0	104.7	97.3	77.5
O=C(CSc1ncccc1C(=O)O)Nc1ccc(Oc2ccccc2)cc1
 : 101.4	78.2	105.2	99.6	84.6	.	94.4	93.8
O=C(N[C@@H](C1CC1)C(F)(F)F)c1cc(-c2cnn3cc(-c4ccc(F)cc4)cnc23)cs1
 : 81.5	47.2	69.9	55.8	54.9	65.3	54.1	85.5
C=CCn1c(SCC(=O)Nc2ccc(C(=O)/C=C/c3ccc(Cl)cc3)cc2)nnc1-c1ccc(Cl)cc1
 : 89.0	.	96.7	96.5	68.4	17.2	72.5	78.2
CCCCCCCCc1ccc(C(=O)Nc2ccc(C)cc2C(=O)O)cc1
 : 70.5	90.0	103.5	53.9	75.3	63.5	59.4	96.3
CC[C@@H]1NC(=O)[C@H]([C@H](O)[C@H](C)C/C=C/c2ccc(CN3C(=O)C(C)=C(C)C3=O)cc2)N(C)C(=O)[C@H](C(C)C)N(C)C(=O)[C@H](CC(C)C)N(C)C(=O)[C@H](CC(C)C)N(C)C(=O)[C@@H](C)NC(=O)[C@H](C)NC(=O)[C@H](CC(C)C)N(C)C(=O)[C@H](C(C)C)NC(=O)[C@H](CC(C)C)N(C)C(=O)CN(C)C1=O
 : 53.1	46.9	82.7	63.6	62.4	53.3	70.0	70.7
CCOC(=O)C1=C(c2ccccc2)N=C2Sc3c(-c4ccc(Br)cc4)nc(N)nc3N2C1c1ccc(O)c(OC)c1 (centres undefined)
 : 101.5	93.6	102.0	98.7	92.0	95.1	97.5	98.1
CCCCC/C=C\C/C=C\CCCCCCCCOc1ccc(CCOP(=O)(O)OCC[N+](C)(C)C)cc1
 : 105.0	96.6	103.7	106.2	104.5	.	95.0	116.1
CCOC(=O)c1ccc(/C=C/c2ccc(S(=O)(=O)O)cc2)cc1
 : 112.4	105.7	102.4	100.1	106.1	103.8	102.7	88.6
Cc1cccc(NC(=O)Nc2ccc(Oc3ccc(=O)[nH]n3)cc2)c1
 : 97.5	.	100.0	96.4	96.2	93.8	97.7	86.3
O=C(O)CC(Br)c1cccc([N+](=O)[O-])c1 (centres undefined)
 : 106.9	93.7	121.9	100.3	92.9	104.5	92.2	115.4
CCC(=CCC1=C(O)c2ccccc2C(=O)C1=O)CC
 : 95.1	36.1	74.0	47.5	40.5	42.3	45.9	66.1
CC1(C)[C@@H]2CC[C@@]1(C)C(=O)C2
 : 108.0	107.6	117.8	103.3	107.8	101.7	100.3	105.9
CSc1nc(N)nn1S(=O)(=O)c1ccccc1
 : 86.2	102.6	100.0	106.2	100.6	107.6	98.2	96.7
COc1ccc(NC(=O)/N=c2\oc3c(OC)cccc3cc2-c2cc3ccccc3[nH]2)cc1
 : 61.1	106.7	82.6	.	112.1	173.0	86.3	22.6
Cc1cc2c(cc1C)N(C(=O)CCl)CC(=O)N2
 : -12.6*	-8.9*	54.9	-19.9*	17.1	37.5	2.9*	73.4
O=C1Nc2nc3ccccn3c2C(=O)[C@H](Cc2ccccc2)N1
 : 98.4	107.4	96.4	112.9	110.3	104.6	105.5	97.2
Cc1[nH]c2ncnc(Nc3ccc(NC(=O)Nc4ccc(Cl)cc4)cc3)c2c1C
 : 106.7	97.0	98.1	100.3	80.4	94.4	95.5	96.0
O=C(CCc1ccccc1)c1ccccc1OCC(O)CN1CCCCC1 (centres undefined)
 : 90.7	79.5	98.9	86.2	92.1	81.8	66.9	93.8
CCOC(=O)c1c(Nc2ccccc2)nn2c(N)c(C#N)c(-c3ccc(Cl)cc3)nc12
 : 76.8	86.9	70.3	83.0	87.5	86.1	69.1	53.9
COC(=O)[C@]12CCC(C)(C)C[C@H]1[C@H]1C(=O)C[C@@H]3[C@@]4(C)CCC(=O)C(C)(C)[C@@H]4CC[C@@]3(C)[C@]1(C)CC2
 : 69.6	62.1	50.4	33.4	24.2	64.0	.	73.8

Continued; it opens with the 3 that closed the last part.
Value order: MDA-MB-468	SR	MDA-MB-435	CCRF-CEM	MOLT-4	RPMI-8226	K-562	HOP-62
O=C(CCc1ccccc1)c1ccccc1OCC(O)CN1CCCCC1 (centres undefined)
 : 90.7	79.5	98.9	86.2	92.1	81.8	66.9	93.8
CCOC(=O)c1c(Nc2ccccc2)nn2c(N)c(C#N)c(-c3ccc(Cl)cc3)nc12
 : 76.8	86.9	70.3	83.0	87.5	86.1	69.1	53.9
COC(=O)[C@]12CCC(C)(C)C[C@H]1[C@H]1C(=O)C[C@@H]3[C@@]4(C)CCC(=O)C(C)(C)[C@@H]4CC[C@@]3(C)[C@]1(C)CC2
 : 69.6	62.1	50.4	33.4	24.2	64.0	.	73.8
CC(CC(C)(C)C)C(=O)O (centres undefined)
 : 100.5	86.4	107.3	100.5	90.8	95.0	94.4	101.4
CC(C)(C)NC[C@@H](O)COc1nsnc1N1CCOCC1
 : 113.7	104.5	112.1	94.7	108.7	95.4	109.8	107.6
COC1=C[C@]23CCC(=O)N2CCc2cc4c(cc2[C@@H]3[C@@H]1OC(=O)[C@H](C)O)OCO4
 : -17.0*	-11.9*	34.6	1.2*	2.6*	-17.9*	7.1*	46.6
CCCCN(CCCC)S(=O)(=O)c1ccc(NC(=O)c2ccco2)cc1
 : 11.4	59.4	71.6	50.4	74.4	33.9	45.6	105.0
CCCCC(Cc1ccccc1)(C(=O)OCC)c1ccc(Cl)cc1 (centres undefined)
 : 93.3	76.7	97.5	91.6	89.7	100.9	91.0	103.4
CC(=O)NCCNS(=O)(=O)c1ccccc1
 : 105.6	103.3	102.6	107.3	109.1	100.0	103.6	98.5
O=[N+]([O-])c1ccc(-c2ccccc2-c2ccccc2)cc1
 : 37.4	.	88.1	68.4	71.0	72.0	67.5	91.1
CC1COCC(C)N1C1=C(Cl)C(=O)c2ccccc2C1=O (centres undefined)
 : -92.0*	41.6	29.6	19.4	9.7*	52.5	0.9*	99.2
Nc1c(Cl)ncnc1Nc1ccc(C(=O)O)cc1
 : 99.9	103.5	110.7	98.3	105.2	99.3	99.8	96.1
c1ccc(SCSc2ccccc2)cc1
 : 111.8	104.4	103.9	97.2	90.6	98.7	98.3	100.8
CN1CCN(CCOc2ccc(-c3cnc4c(-c5cccc(F)c5)cnn4c3)cc2)CC1
 : 65.4	-12.8*	-47.8*	20.9	16.6	31.7	-33.6*	90.0
CCNc1nnc2n(Cc3ccccc3)c(=O)c3c4c(sc3n12)CCCC4
 : 80.1	34.5	50.1	40.7	37.9	51.6	95.2	69.5
COc1cccc(/C=N/NC(=O)C[N+](C)(C)C)c1O
 : .	111.9	103.3	25.5	113.1	94.2	101.7	103.2
CCCc1c(CC)cc(CC)c[n+]1-c1ccccc1
 : 38.5	52.7	96.8	90.1	97.2	55.5	53.2	106.5
C/C(=C(/c1ccc(O)cc1)c1ccc(OCCN2CCCC2)cc1)c1ccccc1
 : 34.7	-11.3*	39.9	60.7	-1.6*	11.9	2.3*	70.3
CCN(CC)CC1CO1 (centres undefined)
 : 112.1	98.3	101.0	96.4	92.2	103.2	99.0	97.2
CNC(=O)c1cc(Oc2ccc3nc(NC(=O)c4ccc(CN5CCCN(C)CC5)c(C(F)(F)F)c4)sc3c2)ccn1
 : 8.0*	-59.8*	-8.9*	8.4*	-35.2*	-31.1*	-39.9*	11.5
COc1ccc(OC)c(Nc2n[nH]c(Cc3ccccc3)n2)c1
 : 121.2	107.0	107.0	82.0	73.5	83.5	90.3	91.1
CCCCCCCCCCC(O)CN1CCN(c2ccccc2)CC1 (centres undefined)
 : 100.0	109.7	99.7	.	92.9	102.3	93.6	115.6
[O-][n+]1ccc2ccccc2c1
 : .	101.4	103.7	103.8	112.4	99.7	104.4	104.9
N#CC1CC2C=CC1CC2 (centres undefined)
 : 119.2	107.4	112.4	94.1	97.8	97.8	104.5	98.6
CC(OC(=O)c1ccccc1C(=O)O)c1ccccc1 (centres undefined)
 : 125.1	86.3	107.4	97.4	87.3	93.7	90.0	98.7
COc1ccc2cc(C(C)c3n[nH]c(=S)n3C3CCCCC3)ccc2c1 (centres undefined)
 : 72.6	92.2	95.4	.	87.1	69.8	75.7	104.1
CNCC[C@@H](Oc1ccccc1)c1ccccc1
 : 110.9	99.9	104.7	119.0	107.9	134.8	100.7	115.5
CC1=C(C(=O)Nc2ccc(F)cc2)C(c2ccccc2)C2=C(CC(C)(C)CC2=O)N1 (centres undefined)
 : 67.7	.	90.3	62.3	62.9	41.3	56.0	96.1
COC(=O)c1ccc(CN2C(=O)NC3(C2=O)c2ccccc2-c2ccccc23)cc1
 : 86.7	74.8	90.8	87.0	75.9	81.9	81.8	95.8
CC(=O)[C@H]1CC[C@H]2[C@@H]3C[C@H](F)C4=CC(=O)CC[C@]4(C)[C@@]3(F)[C@@H](O)C[C@]12C
 : 100.5	98.6	97.5	67.6	97.6	58.7	103.6	96.1
COc1cccc(/C=N\NC(=O)C2CC2)c1
 : 113.0	107.3	112.7	79.8	83.0	100.1	112.8	106.6
Oc1ccc2ccccc2c1I
 : 84.2	118.4	95.7	72.5	81.6	66.3	87.5	88.3
Brc1ccc(-c2cn3c(ccc4ccccc43)n2)cc1
 : 92.6	111.5	105.5	96.9	100.1	88.4	95.4	101.0

Limited to MDA-MB-435 and HOP-62, for 3 of the compounds above:
compound | MDA-MB-435 | HOP-62
CC(=O)[C@H]1CC[C@H]2[C@@H]3C[C@H](F)C4=CC(=O)CC[C@]4(C)[C@@]3(F)[C@@H](O)C[C@]12C | 97.5 | 96.1
COc1cccc(/C=N\NC(=O)C2CC2)c1 | 112.7 | 106.6
Oc1ccc2ccccc2c1I | 95.7 | 88.3

The listing continues:
Value order: MDA-MB-468	SR	MDA-MB-435	CCRF-CEM	MOLT-4	RPMI-8226	K-562	HOP-62
COc1nc2ccccc2n2c1nc1ccccc12
 : 98.8	.	113.2	94.1	102.2	.	99.6	100.6
CCCCC[C@@H]1Cc2cc(O)c(C(=O)O)c3c2[C@H](C[C@]2(OC[C@@H](CC(=O)[C@@](C)(CC)C(=O)OC)[C@@H]2C)O3)O1
 : 110.0	104.8	117.4	115.8	90.2	108.4	117.5	116.7
NS(=O)(=O)Oc1ccc(-c2cn3ccoc3n2)cc1
 : 97.4	93.3	101.0	105.5	102.2	100.6	106.1	109.3
O=C(CN1CCN(c2cc3c(cc2F)c(=O)c(C(=O)O)cn3C2CC2)CC1)Nc1cc(=O)[nH]c(=O)[nH]1
 : 89.7	102.3	102.3	109.4	102.4	108.0	103.1	102.3
O=C1c2cccnc2C(=O)c2c1c(C(=O)N1CCOCC1)c1ccccn21
 : 86.4	91.5	100.8	116.7	106.9	89.0	112.5	60.7
CNC(=O)c1nnn(-c2ccccc2)c1N
 : 117.9	112.3	114.4	110.6	105.1	105.0	101.5	112.1
OC1COCOC1C(O)C1OCOCC1O (centres undefined)
 : 111.7	95.0	110.3	94.1	106.1	101.5	109.4	110.2
CCOC(=O)[C@@]12N(Cc3ccccc3)C3[C@@H]4[C@]15N(CC21CCC[C@@H]31)C(=O)C(=O)N5c1ccccc1[C@@]4(C)O (some centres undefined)
 : 84.7	98.4	101.9	106.8	94.0	98.0	95.4	84.9
N#Cc1ccccc1-c1ccccc1C(=O)O
 : 99.8	103.7	104.0	98.2	103.5	97.9	88.9	89.7
O=C(O)/C=C\C(=O)Nc1ccccc1Cl
 : 85.8	92.5	99.6	82.8	50.3	79.0	44.2	55.7
CC(C)=NNC(N)=O
 : 88.0	127.6	98.2	131.3	131.0	101.8	106.8	.
Nc1ccc(/C=C/c2ccc([N+](=O)[O-])cc2S(=O)(=O)O)c(S(=O)(=O)O)c1
 : 95.5	78.5	99.2	26.9	80.5	101.4	90.3	106.0
O=C(/C=C/c1cn(-c2ccccc2)nc1-c1ccc(Cl)cc1)c1cc2ccccc2oc1=O
 : 64.6	45.2	57.6	50.7	55.3	70.8	58.4	82.4
COc1ccc(Cn2cc3c(c2-c2ccc(OC)cc2)CCCc2cnoc2-3)cc1
 : 78.6	54.8	42.9	89.3	95.5	88.0	61.2	92.0
Nc1ncnc2c1N=C(c1ccc3c(c1)OCO3)CC(c1ccc([N+](=O)[O-])cc1)N2 (centres undefined)
 : .	45.6	79.8	39.3	99.3	46.2	96.5	66.9
Nc1n[nH]c2cccc(C#Cc3cccc(NC(=O)c4ccc(N5CCOCC5)c(C(F)(F)F)c4)c3)c12
 : 21.8	12.6	19.2	10.5	7.7*	-0.5*	1.0*	16.8

From PubChem
